Source: PubChem (Broad Institute)
PvdQ acylase – P. aeruginosa PvdQ acylase inhibition; inhibition, % at 10 µM; AID 488965; 340,000 tested, 0.063% active; purified PvdQ acylase, fluorescence plate reader; in the data active = inhibition above about 30%, passing the limit was not always enough;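 also: 0% = vehicle neutral wells and 100% = reference inhibitor wells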
NSD2 HMT inh – blocks human histone methyltransferase NSD2; O96028; NSD2 peptide methylation, AlphaScreen, 120 min; inhibition, % at 12.5 µM; 310,000 tested, 0.54% active; AID 743445; in the data active = inhibition above about 50%
SR-BI uptake up – SR-BI HDL lipid transfer activation; 320,000 tested, 0.096% active; CHO ldlA[mSR-BI] cells, DiI-HDL uptake fluorescence, 3 h; 100 = double the neutral-control signal; activation, % at 12.5 µM;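 active = mean replicate activation of at least 60% and every replicate at or above 60%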;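 also: 0% = median plate neutral-control signal and 100% = twice that signal; values of inactives mirror those of a sister screen read the other way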
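Test system: SR-BI-overexpressing, LDLR-lacking CHO cells. Measured by: DiI fluorescence, bottom read. Medium: Ham's F12 with 0.5% BSA, HEPES 25 mM, pH 7.4. Timing: 3 h uptake period with compound, 37 °C.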
PfHsp90 set2 – reduces growth (ATP signal) of yeast expressing P. falciparum Hsp90. S. cerevisiae expressing PfHsp90, BacTiter-Glo ATP, 48 h; yeast lacking PDR1 and PDR3 efflux regulators. inhibition, % at 9.4 µM. 310,000 tested, 0.32% active;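 active = every replicate shows inhibition above about 80%, whatever the replicate mean, limit read from the data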;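 also: 0% = DMSO neutral controls and 100% = 20 µM radicicol positive controls; yeast relying on Plasmodium falciparum Hsp90 in place of its own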
Rtt109 HAT inh – inhibitors of Candida albicans Rtt109/Vps75 histone acetyltransferase | purified Rtt109/Vps75, ThioGlo CoA-SH fluorescence, 4 h | AID 540336 | 330,000 tested, 0.16% active | inhibition, % at 34.9 µM | Q5AAJ8;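 active = inhibition of at least 50% in every replicate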
Target sequence (Q5AAJ8 whole entry, looked up): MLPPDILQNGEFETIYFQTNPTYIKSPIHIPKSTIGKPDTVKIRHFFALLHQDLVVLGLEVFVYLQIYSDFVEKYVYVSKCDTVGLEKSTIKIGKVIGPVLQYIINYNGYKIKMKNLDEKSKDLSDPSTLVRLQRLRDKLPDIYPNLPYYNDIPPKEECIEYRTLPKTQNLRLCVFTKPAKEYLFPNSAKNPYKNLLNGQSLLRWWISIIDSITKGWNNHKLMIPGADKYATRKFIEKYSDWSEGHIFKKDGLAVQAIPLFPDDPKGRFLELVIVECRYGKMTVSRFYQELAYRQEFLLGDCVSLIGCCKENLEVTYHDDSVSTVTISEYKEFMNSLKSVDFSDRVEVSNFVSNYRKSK
SR-BI HDL uptake – inhibitors of mouse SR-BI mediated HDL lipid uptake; ldlA[mSR-BI] CHO cells, DiI-HDL uptake fluorescence, 3 h; inhibition, % at 12.5 µM; 320,000 tested, 0.96% active; AID 488896;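 active = mean replicate inhibition of at least 70% and a set share of replicates each scoring 70 or more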;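 also: 0% = median of neutral control wells and 100% = median of positive control wells; values of inactives mirror those of a sister screen read the other way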
Target sequence (Q61009 whole entry, looked up): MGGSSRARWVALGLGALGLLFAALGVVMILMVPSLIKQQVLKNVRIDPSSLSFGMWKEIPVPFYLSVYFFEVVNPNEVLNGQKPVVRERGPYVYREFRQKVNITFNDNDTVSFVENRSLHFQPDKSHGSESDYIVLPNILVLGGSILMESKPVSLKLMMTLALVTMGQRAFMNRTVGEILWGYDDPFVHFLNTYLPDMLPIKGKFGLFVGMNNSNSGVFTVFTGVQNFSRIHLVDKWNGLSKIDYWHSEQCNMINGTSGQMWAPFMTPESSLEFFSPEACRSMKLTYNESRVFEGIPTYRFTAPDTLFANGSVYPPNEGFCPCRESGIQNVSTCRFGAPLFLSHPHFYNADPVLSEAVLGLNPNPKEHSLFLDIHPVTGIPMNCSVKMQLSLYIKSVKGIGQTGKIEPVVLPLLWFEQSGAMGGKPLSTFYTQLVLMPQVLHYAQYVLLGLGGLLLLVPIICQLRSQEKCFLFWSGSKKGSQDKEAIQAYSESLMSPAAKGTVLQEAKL
dFosB activator – activators of mouse delta FosB homodimer. purified delta FosB, TAMRA-CDK5 oligo fluorescence polarization; percent of positive-control signal above neutral wells. AID 493131. 340,000 tested, 0.99% active. activation, % at 25 µM. P13346;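 active = mean activation above about 17%, with every replicate also reaching it, limit read from the data, passing the limit was not always enough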;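 also: fluorescence polarization rise as delta FosB binds a TAMRA Cdk5 AP-1 oligo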
MITF act – MITF TRPM1 promoter activation in melanoma cells. SK-MEL-5 TRPM1-promoter luciferase, 24 h; % of positive control, neutral wells = 0. activation, % at 12.5 µM. 300,000 tested, 0.75% active. AID 588334;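 active = mean activation of at least 80% with every replicate also reaching 80%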;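 also: 0% = neutral control wells and 100% = parthenolide positive control wells; values of inactives mirror those of a sister screen read the other way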
CAL PDZ FP-1 – inhibitors of human CAL PDZ peptide binding; Q9HD26; purified CAL PDZ, TMR-peptide fluorescence polarization, 1 h; inhibition, % at 24.9 µM; 300,000 tested, 0.92% active; AID 602252;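 active = mean inhibition of at least 30% with at least half of replicates also reaching 30%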;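 also: 0% = DMSO neutral control and 100% = excess unlabeled competitor peptide PRC23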
CAL PDZ FP-2 – inhibitors of human CAL PDZ peptide binding; Q9HD26; purified CAL PDZ, TMR-peptide fluorescence polarization, 1 h; inhibition, % at 20 µM; 330,000 tested, 0.02% active; AID 504414;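 active = highest replicate inhibition of at least 40%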;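 also: plate controls were DMSO neutral control wells for no effect and unlabeled competitor peptide control wells for full effect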
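Assay system – tagged CAL PDZ protein CerCALP, purified · Timing – 1 h at RT · Compound – single point, 20 µM · Measured by – fluorescence polarization from S- and P-plane intensities, G-factor corrected · Evaluation – inhibition from polarization loss · Probe or stimulus – TMR reporter peptide T*-PRC34 · Buffer or medium – pH 7.4 phosphate-saline buffer, reducing agent, detergent, IgG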
* marks the source's active call; other numbers are inactive results; . = not tested or not shown.

PvdQ acylase	NSD2 HMT inh	SR-BI uptake up	PfHsp90 set2	Rtt109 HAT inh	SR-BI HDL uptake	dFosB activator	MITF act	CAL PDZ FP-1	CAL PDZ FP-2	SMILES
3	3	-36	-5	-13	36	25*	59	-1	-0.8	O=C(Nc1nc2ccc(F)cc2s1)c1ccc(N2CCCC2=O)cc1
4	1	-13	-28	16	13	4	-1	-6	-2.5	CC(C)C(NC(=O)/C=C/c1cccc([N+](=O)[O-])c1)C(C)C
4	-10	8	-32	-6	-8	-3	0	-3	-1.5	CCS(=O)(=O)Nc1cc2c3c(c1)CCC(=O)N3CCC2
-8	16	30	-48	-2	-30	-9	0	-1	-1.1	O=C(Cc1ccc(Cl)cc1)Nc1cc(S(=O)(=O)N2CCOCC2)ccc1N1CCCC1
-2	5	-8	-5	5	8	3	10	.	0.1	CC(=O)c1ccc(NC(=O)NC2CC(=O)N(c3ccc4c(c3)OCCO4)C2)cc1 (configuration not stated)
-2	4	26	1	17	-26	8	2	-3	1.6	Cc1[nH]n(-c2ccccc2)c(=O)c1C1(C(F)(F)F)C(=O)N(c2ccc(F)cc2)C2=C1C(=O)CC(C)(C)C2 (configuration not stated)
13	63*	-2	7	-4	2	-18	-4	0	0.7	COc1cc(NC(C)CCCN)c2ncccc2c1Oc1ccccc1 (configuration not stated)
3	.	-58	-21	0	58	-4	-3	-1	-0.7	Cc1cc(=O)oc2cc(NC(=O)c3cc([N+](=O)[O-])ccc3N3CCOCC3)ccc12
-9	5	9	26	1	-9	-3	.	.	-0.3	Cc1ccc(CNC(=O)C2CCCN(S(=O)(=O)c3cccnc3)C2)cc1 (configuration not stated)
-1	10	7	-19	0	-7	-1	.	-3	-0.1	Cc1c2ccccc2cc(Cc2ccccc2)[n+]1C
8	-1	3	-19	7	-3	-5	-3	-2	-3.5	Cc1ccc(N2C(=O)N(CC(=O)Nc3c(C)cc(C)cc3Cl)C(=O)C2C)cc1 (configuration not stated)
-9	-3	1	-3	4	-1	-1	9	.	-0.6	CCN(CC)S(=O)(=O)c1cc(C(=O)NCCN2CCOCC2)ccc1Cl
-3	-4	-14	26	-7	14	1	0	42*	-0.7	COc1ccc(S(=O)(=O)N2CCOCC2)cc1C(=O)NCC(c1ccccc1)c1ccccc1
-8	-4	4	-13	-1	-4	-2	12	5	-2.0	CCOc1ccc(OCCSc2nnnn2-c2ccccc2)cc1
-13	-1	23	10	1	-23	-1	.	-6	-0.5	O=C1C2C3CCC(O3)C2C(=O)N1c1cccc(O)c1 (configuration not stated)
-4	-1	6	3	11	-6	-5	2	-1	-2.3	CC(CNC(=O)CCc1nnc2ccc(N3CCC4(CC3)OCCO4)nn12)c1ccccc1 (configuration not stated)
-14	.	9	.	1	-9	6	10	-4	-1.1	CN(C)S(=O)(=O)c1ccc(N2CCCC2)c(C(=O)NCC2CCCO2)c1 (configuration not stated)
-9	44	-44	21	5	44	-8	14	-9	-0.7	CCOc1cc(CNC2CCCC2)ccc1OCc1ccccc1Cl
-14	.	-6	-11	0	6	-3	48	-6	-0.6	CC1=NN(C(N)=S)C(=O)C1N=Nc1ccc([N+](=O)[O-])cc1 (configuration not stated)
-5	-1	-5	-7	-13	5	-4	9	0	-0.6	Cc1ccc(-c2noc(CCC(=O)Nc3cccc(C#N)c3)n2)cc1
2	0	35	.	-3	-35	-8	2	2	-3.3	CCOC(=O)C1=C(COC(=O)CNC(=O)c2cc(OC)c(OC)c(OC)c2)NC(=O)NC1C (configuration not stated)
0	.	24	4	7	-24	8	17	2	-0.2	C#Cc1ccc([C@H]2C=C(C(=O)O)O[C@@H](OCc3ccc(CO)cc3)C2)cc1
-21	-5	4	-1	8	-4	1	9	.	0.5	COC(=O)C1CCN(C(=O)COC(=O)CNC(=O)c2ccc(Cl)cc2Cl)CC1
3	-2	-10	-5	12	10	4	5	-6	-0.9	O=C(CONS(=O)(=O)c1ccc(Cl)cc1)NCCNc1ncc(C(F)(F)F)cc1Cl
-5	-1	4	2	-4	-4	-18	79	-4	-1.1	CC(=O)Nc1ccc2oc(-c3ccccc3)nc2c1

Filtered by structure, the compounds so far with an aryl methoxy group
PvdQ acylase	NSD2 HMT inh	SR-BI uptake up	PfHsp90 set2	Rtt109 HAT inh	SR-BI HDL uptake	dFosB activator	MITF act	CAL PDZ FP-1	CAL PDZ FP-2	SMILES
13	63*	-2	7	-4	2	-18	-4	0	0.7	COc1cc(NC(C)CCCN)c2ncccc2c1Oc1ccccc1 (configuration not stated)
-3	-4	-14	26	-7	14	1	0	42*	-0.7	COc1ccc(S(=O)(=O)N2CCOCC2)cc1C(=O)NCC(c1ccccc1)c1ccccc1
2	0	35	.	-3	-35	-8	2	2	-3.3	CCOC(=O)C1=C(COC(=O)CNC(=O)c2cc(OC)c(OC)c(OC)c2)NC(=O)NC1C (configuration not stated)

Later entries
PvdQ acylase	NSD2 HMT inh	SR-BI uptake up	PfHsp90 set2	Rtt109 HAT inh	SR-BI HDL uptake	dFosB activator	MITF act	CAL PDZ FP-1	CAL PDZ FP-2	SMILES
-7	.	-45	15	2	45	-7	5	1	0.4	O=C(c1cn(-c2ccccc2)nc1-c1cc2ccccc2oc1=O)N1CCOCC1
-10	-7	27	7	-5	-27	1	3	1	0.2	O=C(CCS(=O)(=O)Cc1ccccc1)NCC1CCCO1 (configuration not stated)
-10	1	10	1	-3	-10	-4	10	-3	1.2	Cc1nc2cccc(C(=O)NC3CCCCC3)c2o1
2	-1	24	2	.	-24	4	0	-4	-2.2	CSc1cc(C)[nH]c(=O)n1
-4	24	5	18	-9	-5	-3	77	-2	-2.1	O=c1c2c(nc3cc(-c4ccccc4Cl)[nH]n13)CCS2
-8	21	-15	-3	-2	15	3	11	-2	0.3	O=C1c2ccccc2C(=O)c2c1cccc2N1CCN(CCO)CC1
9	-6	16	-5	7	-16	-6	2	-2	1.7	COc1ccc(-n2nnnc2SCC(=O)c2cc3ccccc3o2)cc1
-3	0	0	21	-3	0	-2	2	-1	-1.0	CCNC(=O)CC1C(=O)N(c2ccc(C)cc2)C(=O)N1CCc1sccc1C (configuration not stated)
-8	-1	2	-25	-4	-2	-8	.	0	-1.0	O=C(NCc1ccccc1)C1CCCN1C(=O)Nc1ccccc1[N+](=O)[O-] (configuration not stated)
7	-5	-15	1	-1	15	-6	15	.	-1.3	Cc1cccc(NC(=O)Cc2noc3ccccc23)c1C
0	2	3	19	0	-3	-2	31	-1	0.1	COc1ccc(NC(=O)O/N=C/c2ccc(N(C)C)cc2)cc1
7	1	-61	2	-11	61	3	-13	-4	-1.0	CC(C)=C1C2CCC1C1C(=O)N(c3nc(-c4ccccc4)c(C)s3)C(=O)C21 (configuration not stated)
3	-3	4	-67	-19	-4	-3	-12	-1	0.1	CCCCC(=O)NS(=O)(=O)c1ccc(N=NN2CCOCC2)cc1
-10	0	-16	26	5	16	-9	32	0	-1.8	CCCCSc1nnc(-c2ccc(C)cc2)o1
-3	0	5	-11	6	-5	-6	0	.	0.6	NC(=O)COC(=O)c1ccc(Cl)c(S(=O)(=O)N2CCCCCC2)c1
-14	-1	15	-29	2	-15	1	.	-5	-0.5	O=C1CCC(=O)N1c1ccc(CSc2nc3ccccc3[nH]2)cc1
7	-7	25	6	-1	-25	-1	.	-1	-1.1	O=C(CCN1CCN(c2ccccc2F)CC1)Nc1ccccc1F
-11	-4	-10	-9	9	10	-5	.	-1	0.6	Cc1ccc(-c2nc3cc(N)ccc3o2)cc1Br
-12	4	-6	-1	2	6	-5	-10	-3	.	CCOC(=O)c1[nH]c2cc(OC)c(OC)cc2c1NC(=O)CN(C)C1CCCCC1
-11	3	-5	4	1	5	-7	-1	2	-2.4	COc1ccccc1N1CCN(S(=O)(=O)c2c(C(=O)N3CCOCC3)c(C)n(C)c2C)CC1
1	-2	-7	3	-7	7	-5	-4	-1	-0.7	O=C(Nc1ccnn1C1CCN(Cc2ccc(CO)o2)CC1)c1ccccc1
-13	-2	2	5	-1	-2	2	5	1	-0.3	Cc1cccc(OC(=O)CN2C(=O)C3C4CCC(C4)C3C2=O)c1C (configuration not stated)
15	-2	-6	-25	7	6	-3	.	-4	-0.8	O=C(OCC(=O)c1ccc[nH]1)c1ccc(Br)cc1
-15	-2	20	21	12	-20	-6	4	-2	0.1	O=C(NCC1CCCO1)C(=O)NCC(c1ccco1)N1CCN(c2ccccc2F)CC1 (configuration not stated)
-4	4	-18	-8	-4	18	-4	.	.	0.3	COc1ccc(CCN2C(=O)CC(C(N)=O)SC2=Nc2ccccc2)cc1 (configuration not stated)

Next structures.
PvdQ acylase	NSD2 HMT inh	SR-BI uptake up	PfHsp90 set2	Rtt109 HAT inh	SR-BI HDL uptake	dFosB activator	MITF act	CAL PDZ FP-1	CAL PDZ FP-2	SMILES
-16	-3	19	-7	3	-19	-7	-1	0	-0.8	N#Cc1cccc(NC(=S)Nc2ccccc2)c1
-3	0	8	.	-1	-8	0	4	-1	1.6	CCc1noc(C)c1C(=O)N(CCC(C)C)c1c(N)n(Cc2ccccc2)c(=O)[nH]c1=O
-9	0	11	-15	0	-11	-3	-9	-2	.	Cc1csc(Cn2c(CN(C)C)nc3ccccc3c2=O)n1
-9	-10	.	-4	2	.	1	-7	2	0.8	C=CCNc1nc2ccccc2nc1NS(=O)(=O)c1ccc(F)cc1
-8	.	26	21	3	-26	-10	3	5	0.4	CC1CCN(c2c(NCc3ccc(C(=O)N(C)C4CCCCC4)cc3)c(=O)c2=O)CC1
10	3	4	-4	25	-4	-25	-2	-15	-6.1	Nc1c(C(=O)O)sc2nc(-c3ccccc3)cc(-c3ccc(Cl)cc3)c12
3	.	13	6	-4	-13	-7	10	5	-1.4	CN(C(=O)CN1C(=O)S/C(=C\c2ccc(F)cc2)C1=O)C1CCS(=O)(=O)C1 (configuration not stated)
-19	-4	-4	-23	8	4	-3	5	-5	-3.0	O=C(CCn1ccc2cc(S(=O)(=O)N3CCCC3)ccc21)NCCc1ccccc1
3	-2	27	1	4	-27	12	2	2	0.3	COc1ccc(C(=O)Oc2coc(CSc3nnc(NC(=O)c4cccs4)s3)cc2=O)cc1
-2	0	18	-3	5	-18	-3	16	.	-3.1	COCCCNC(=O)CCc1nnc(Cc2ccc(-c3ccccc3)cc2)o1
-9	1	4	-9	5	-4	-1	9	-3	-0.9	O=C(CN1CCOCC1)NC1CC2CCC1C2 (configuration not stated)
-10	3	9	6	-1	-9	-2	1	1	-12	CC(C)CCN1CCN(Cc2coc3ccccc3c2=O)CC1CCO (configuration not stated)
-15	0	2	-8	-7	-2	10	8	0	-1.4	C/C(=N\NC(=O)Cc1csc(N2CCOCC2)n1)c1ccccc1

Only Rtt109 HAT inh, CAL PDZ FP-2 and SR-BI uptake up, for some of the entries so far:
structure | Rtt109 HAT inh | CAL PDZ FP-2 | SR-BI uptake up
C=CCNc1nc2ccccc2nc1NS(=O)(=O)c1ccc(F)cc1 | 2 | 0.8 | .
CC1CCN(c2c(NCc3ccc(C(=O)N(C)C4CCCCC4)cc3)c(=O)c2=O)CC1 | 3 | 0.4 | 26
